KCNK9 block – blocks the human KCNK9 two-pore domain potassium channel; Q9NPC2; HEK293 KCNK9, FluxOR thallium flux fluorescence; hits give low values; B-score at 10 µM; 310,000 tested, 1.2% active; AID 488922;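 active means ratio B-score over 3 SD below the library mean, with starting fluorescence within 5 SD of its mean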;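 further: negative B-score means less thallium flux so channel inhibition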
DYRK1A inh – inhibitors of rat Dyrk1A kinase; inhibition, % at 12.5 µM; Q63470; 310,000 tested, 0.43% active; ADP-Glo luminescence, NFATc1 peptide; AID 504441; in the data active means inhibition above about 50%;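 further: plate controls were vehicle with enzyme for no effect and no enzyme for full effect; many of its hits are not listed in these tables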
TRPC4 agonist – activators of mouse TRPC4 channel | HEK293 TRPC4beta/mu-opioid, Fluo4 calcium fluorescence; hits give high values | B-score at 10 µM | 310,000 tested, 0.49% active | AID 2237;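 active means B-score above 5 SD of library B-scores, and initial fluorescence ratio not above library mean plus 5 SD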;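 further: positive B-score marks a calcium rise read as TRPC4 activation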
Target sequence (Q9QUQ5 whole entry, looked up): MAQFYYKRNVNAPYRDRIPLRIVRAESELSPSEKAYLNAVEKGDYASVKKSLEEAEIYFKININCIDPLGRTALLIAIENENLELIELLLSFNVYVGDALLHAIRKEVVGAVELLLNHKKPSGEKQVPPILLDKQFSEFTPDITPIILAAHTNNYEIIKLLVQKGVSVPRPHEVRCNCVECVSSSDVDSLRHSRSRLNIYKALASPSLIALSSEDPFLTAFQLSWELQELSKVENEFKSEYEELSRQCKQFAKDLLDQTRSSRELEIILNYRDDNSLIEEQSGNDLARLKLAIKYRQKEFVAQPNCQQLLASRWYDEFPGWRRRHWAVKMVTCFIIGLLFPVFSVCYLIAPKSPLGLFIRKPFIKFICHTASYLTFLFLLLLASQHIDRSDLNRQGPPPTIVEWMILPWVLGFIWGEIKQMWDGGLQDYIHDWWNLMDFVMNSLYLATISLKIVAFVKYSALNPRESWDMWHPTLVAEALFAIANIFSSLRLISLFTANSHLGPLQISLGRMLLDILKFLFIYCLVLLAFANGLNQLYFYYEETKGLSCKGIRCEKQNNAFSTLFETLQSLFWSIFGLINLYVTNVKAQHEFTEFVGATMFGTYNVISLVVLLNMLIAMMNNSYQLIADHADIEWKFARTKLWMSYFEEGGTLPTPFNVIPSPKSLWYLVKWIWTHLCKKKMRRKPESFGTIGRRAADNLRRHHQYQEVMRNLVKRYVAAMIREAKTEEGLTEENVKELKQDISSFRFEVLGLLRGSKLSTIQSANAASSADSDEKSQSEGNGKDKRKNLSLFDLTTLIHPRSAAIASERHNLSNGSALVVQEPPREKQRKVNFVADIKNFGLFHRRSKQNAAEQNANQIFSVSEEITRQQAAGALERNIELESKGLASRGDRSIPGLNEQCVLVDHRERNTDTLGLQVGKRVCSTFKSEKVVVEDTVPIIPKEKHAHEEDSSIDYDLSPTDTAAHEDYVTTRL
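Material: TRPC4beta and mu-opioid receptor HEK293 stable cells | Incubation: 45 min room-temperature Fluo4 loading, 110 s read | Detection: Kinetic Fluo4 calcium fluorescence | Measure: Integrated baseline-normalised fluorescence ratio, converted to per-well B score | Benchmarks: Low control buffer alone, high control maximal DAMGO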
ANO1 activ – mouse TMEM16A channel activation, primary screen. AID 623877. Q8BHY3. B-score at 10 µM. 340,000 tested, 0.3% active. HEK293 TMEM16A/YFP-H148Q/I152L, iodide quench fluorescence; hits give low values;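 active means fluorescence-ratio B-score plate-corrected deviation score at least 3 library SD below zero, with starting fluorescence score within 5 deviations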;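 further: channel opened by trigger with iodide after compound preincubation; score built on the fluorescence ratio of max minus min over baseline; more negative score means more quench and so TMEM16A activation or potentiation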
HDAC3 inhib – blocks human histone deacetylase 3 | recombinant HDAC3, fluorogenic peptide/trypsin coupled, fluorescence | inhibition, % at 8.3 µM | 320,000 tested, 0.15% active; in the data active means inhibition above about 26%, passing the limit was not always enough
KCNK3 inh – human KCNK3 channel inhibition, primary screen; CHO-KCNK3 thallium flux, FluxOR fluorescence; hits give low values; B-score at 10 µM; 340,000 tested, 0.84% active; AID 602410;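 active means B-score under library mean minus 4 SD, starting fluorescence ratio at most library mean plus 5 SD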;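 further: more negative B-score means stronger inhibition of thallium flux through KCNK3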
hERG protect – shields human hERG channel from block by proarrhythmic agents; 310,000 tested, 0.51% active; AID 1511; CHO-hERG, FluxOR thallium flux, dofetilide IC70 present; activation (rescue from dofetilide block), less the hit threshold, % at 10 µM;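 active means activation above the mean of controls blocked by dofetilide plus 5 SD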;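 further: thallium influx through hERG after potassium depolarization seen as dye fluorescence rise; in these data hits start at about 4.7%; inactives centre near -7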
KCNQ1 inh – inhibitors of human KCNQ1 potassium channel; P51787; CHO-K1 KCNQ1, FluxOR thallium flux fluorescence; hits give high values; B-score at 10 µM; 310,000 tested, 1.3% active;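 active means compounds whose thallium flux B-score, printed positive for inhibition, exceeds three library SD while starting fluorescence stays within three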;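 further: channel opened by potassium depolarization with thallium stimulus after 20 min compound exposure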
TMEM16A inh – mouse TMEM16A channel inhibition, primary screen. Q8BHY3. HEK293 TMEM16A/YFP iodide influx fluorescence, ionomycin. normalized B-score (activity score, 25-100; higher = stronger inhibition) at 10 µM. 310,000 tested, 1.2% active;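 active means ratio plate-corrected score three or more library SD toward inhibition, starting fluorescence score within five deviations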;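 further: score derived from kinetic fluorescence span divided by baseline fluorescence per well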
TRPC4 PAM – allosteric potentiators of mouse TRPC4 channel; 310,000 tested, 0.42% active; AID 2227; Q9QUQ5; B-score at 10 µM; HEK293 TRPC4beta/mu-opioid, DAMGO EC20, Fluo-4 Ca2+ flux; hits give high values;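 active means B-score of calcium response area above 5 SD of library B-scores, with initial fluorescence ratio within 5 SD of library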;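 further: B-score of integrated fluorescence ratio over time as area under calcium response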
KCNQ1 pot – human KCNQ1 channel potentiation or activation | B-score at 10 µM | AID 2648 | CHO-K1 KCNQ1, thallium flux FluxOR fluorescence; hits give high values | 310,000 tested, 0.35% active;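 active means fluorescence ratio B-score, a plate-corrected score, at least three library SD, with initial intensity B-score within 5 SD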
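Medium – assay buffer, equal DMSO in all wells · Material – CHO-K1 cell line with stable KCNQ1 potassium channel expression · Signal – kinetic FluxOR thallium fluorescence, 10-s 1-Hz baseline, 110-s post-stimulus read · Compound – single concentration per compound, DMSO matched to controls · Schedule – 37 °C overnight plating, 90-min dark dye load, 20-min compound pretreatment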
Numbers without * were called inactive; i = inactive; nt = not tested or not shown. These rows are one share of the data (hit frequency here may not be typical).

SMILES | KCNK9 block | DYRK1A inh | TRPC4 agonist | ANO1 activ | HDAC3 inhib | KCNK3 inh | hERG protect | KCNQ1 inh | TMEM16A inh | TRPC4 PAM | KCNQ1 pot
O=C(CSc1nnc(NC(=O)C2CC2)s1)NCc1ccco1 | i | 5 | i | i | -2 | i | -9 | i | i | i | i
COCCN(CC(=O)Nc1cccc(C)c1)S(=O)(=O)c1ccc(S(=O)(=O)N2CCCC2)cc1 | i | -1 | i | i | 4 | i | -2 | i | i | i | i
N#Cc1c(NC(=O)c2ccc(Cn3cc(Br)cn3)o2)sc2c1CCCCCC2 | i | 0 | i | i | 3 | i | -13 | i | i | i | i
O=C(NC(C(=O)N/N=C/c1cc([N+](=O)[O-])ccc1O)c1n[nH]c(=O)c2ccccc12)c1ccccc1 (stereo not given) | i | 0 | i | i | 17 | i | -12 | i | i | i | i
CCOC(=O)C1=C(C)N(CCC(=O)O)C(=O)NC1c1ccccc1Cl (stereo not given) | i | 0 | i | i | -3 | i | -5 | i | i | i | i
COc1ccc(C(=O)COC(=O)c2cc([N+](=O)[O-])ccc2N2CCOCC2)c(OC)c1 | i | nt | i | i | 1 | i | -16 | i | i | i | i
O=C1NCCN1Cc1cccc(Cl)c1 | i | 1 | i | i | -1 | i | -6 | i | i | i | i
CN1C=CC=C/C1=C1/SC(=S)N(Cc2ccccc2)C1=O | i | 1 | i | i | 3 | i | -2 | i | i | i | i
CCN(CC)c1ccc(/C=N/NC(=O)c2cccc(S(=O)(=O)N3CCOCC3)c2)c(O)c1 | i | -1 | i | i | -1 | i | -22 | i | i | i | i
O=C(CCc1ccccc1)N/N=C\C1CC=CCC1 (stereo not given) | i | -1 | i | i | -7 | i | -10 | i | i | i | i
C=CCOC(=O)C1=C[C@H](c2cn(C(C)=O)c3ccccc23)C[C@H](OCCCCO)O1 | i | -2 | i | i | 1 | i | -9 | i | i | i | i
CCNC(=O)NC(=O)COC(=O)CCCSc1nc2ccccc2s1 | i | 10 | i | i | 12 | i | -4 | i | i | i | i
CCc1nnc(NC(=O)CSc2nc(C)cs2)s1 | i | 13 | i | i | 1 | i | -10 | i | i | i | i
C=CCCCN(Cc1ccccc1)S(=O)(=O)c1ccccc1Br | -7.7* | 14 | i | -6.2* | 1 | i | -17 | i | 25* | i | i
COc1ccc(NC(=O)C(F)(OC)C(F)(F)F)c(OC)c1 (stereo not given) | i | 1 | i | i | 5 | i | -1 | i | i | i | i
CC1=C(C(=O)N2CCOCC2)C(c2cc(C)ccc2C)NC(=S)N1 (stereo not given) | i | -3 | i | i | -5 | i | -14 | i | i | i | i
O=C(NCCS(=O)(=O)N1CCN(c2ccccc2)CC1)C1CC(=O)N(c2ccccc2)C1 (stereo not given) | i | -3 | i | i | 3 | i | -5 | i | i | i | i
O=C(N/N=C/c1cccnc1)c1ccc(NC(=O)c2cccc(Cl)c2)cc1 | i | 8 | i | i | 3 | i | -8 | i | i | i | i
O=C(Nc1ccncc1)c1ccc(C(=O)Nc2ccncc2)cc1 | i | 0 | i | i | 1 | i | -4 | i | i | i | i
O=C(COc1ccc(Cl)cc1Cl)N/N=C/c1cccnc1 | i | 4 | i | i | -4 | i | -8 | i | i | i | i

In a second layout: entries from further up.
The line under a structure holds: KCNK9 block | DYRK1A inh | TRPC4 agonist | ANO1 activ | HDAC3 inhib | KCNK3 inh | hERG protect | KCNQ1 inh | TMEM16A inh | TRPC4 PAM | KCNQ1 pot
O=C(N/N=C/c1cccnc1)c1ccc(NC(=O)c2cccc(Cl)c2)cc1
 : i | 8 | i | i | 3 | i | -8 | i | i | i | i
O=C(Nc1ccncc1)c1ccc(C(=O)Nc2ccncc2)cc1
 : i | 0 | i | i | 1 | i | -4 | i | i | i | i

The listing continues.
SMILES | KCNK9 block | DYRK1A inh | TRPC4 agonist | ANO1 activ | HDAC3 inhib | KCNK3 inh | hERG protect | KCNQ1 inh | TMEM16A inh | TRPC4 PAM | KCNQ1 pot
CCOC(=O)c1c(NC(=O)COC(=O)c2cnc(C)cn2)sc(C(=O)N(C)C)c1C | i | 6 | i | i | -9 | i | -16 | i | i | i | i
Cc1c(C(=O)Nc2nonc2-c2ccc(F)cc2)oc2ccc(F)cc12 | i | nt | i | i | 1 | i | -4 | i | 25* | i | i
Cc1coc2c(C)c3oc(=O)c(CCC(=O)NCc4ccccn4)c(C)c3cc12 | i | 1 | i | i | 6 | i | -8 | i | i | i | i
c1ccc(Nc2c3c(nc4ccccc24)CCC3)cc1 | i | -1 | i | i | 8 | i | -12 | i | i | i | i
Cc1ccc(NC(=O)c2ccc([N+](=O)[O-])o2)cc1C | i | 1 | i | i | 3 | i | -7 | i | i | i | i
CCOCCCn1c(SCC(=O)Nc2cccc(S(=O)(=O)NC3=NCCCCC3)c2)nc2ccccc2c1=O | i | -6 | i | i | 6 | i | -9 | i | i | i | i
CC(/C=C/c1ccccc1)=N/NC(=O)CNC(=O)c1ccccc1F | i | -2 | i | i | 5 | i | -7 | i | i | i | i
C=CCCC(=O)N1CCC(n2nccc2NC(=O)c2ccccc2C)CC1 | i | -3 | i | i | 2 | i | -6 | i | i | i | i
CCOC(=O)Cn1c(=O)oc2cc(S(=O)(=O)N(C)c3ccc(OC)cc3)ccc21 | i | 3 | i | i | nt | i | -18 | i | i | i | i
O=c1[nH]c(SCc2ccccc2Cl)nc2c1cnn2-c1ccccc1 | i | 3 | i | i | 6 | i | -10 | i | i | i | i
FC(F)(F)c1ccccc1NC(=S)N1CCN(c2ccccn2)CC1 | i | -2 | i | i | -2 | i | -17 | i | i | i | i
CC(C)(C)c1ccc(C(=O)N2CCC(C(=O)NC3CC3)CC2)cc1 | i | 1 | i | i | -6 | i | -2 | i | i | i | i
O=C(c1ccccc1)N(Cc1cccnc1)C1(C(=O)Nc2ccccc2)CCCCC1 | i | -3 | i | i | 13 | i | -1 | i | i | i | i
COc1ccc(-c2csc(N3CCN(S(=O)(=O)c4ccc5c(c4)NC(=O)CO5)CC3)n2)cc1 | i | nt | i | i | 7 | i | -10 | i | i | i | i
O=C(Nc1cccc(C(=O)Nc2ccccc2C(=O)O)c1)c1cccc(Cl)c1 | i | 5 | i | i | -11 | i | -24 | i | i | i | i
COc1ccc([N+](=O)[O-])cc1NC(=O)CSc1ccccc1 | i | -3 | i | i | -2 | i | -6 | i | i | i | i
CCC(=O)Oc1ccc(C(=O)Nc2cccc(C(=O)NCC(C)C)c2)cc1 | i | 2 | i | i | 0 | i | -9 | i | i | i | i
COc1ccc2c(c1)[nH]c1c(=O)n(Cc3ccccn3)cnc12 | i | 8 | i | i | -1 | i | -1 | i | i | i | i
COc1ccc(Cl)cc1Nc1nnc(-c2ccncc2)s1 | i | 4 | i | i | -2 | i | -8 | i | i | i | i
C#CCSc1nnnn1-c1cccc(Cl)c1 | i | 8 | i | i | -2 | i | -11 | i | i | i | i
Fc1ccc(CNC(=S)Nc2cccc(C(F)(F)F)c2)cc1 | i | 3 | i | i | 20 | i | -12 | i | i | i | i
Cc1nccn1-c1ncnc2sc3c(c12)CCCC3 | i | 7 | i | i | 1 | i | -7 | i | i | i | i
O=C1c2ccccc2C(=O)N1CC1c2ccccc2CCN1S(=O)(=O)c1ccccc1 (stereo not given) | i | -4 | i | i | -1 | i | -3 | i | i | i | i
Cc1cccn2cc(CSc3ccccc3N)nc12 | i | 1 | i | i | -8 | i | -13 | i | i | i | i
O=C(Nc1ccccc1)Nc1sccc1-c1nc2ccccc2s1 | i | nt | i | i | -6 | i | -10 | i | i | i | i
CC1CCCCN1CCCNC(=O)Cn1ncc2c([nH]c3ccccc32)c1=O (stereo not given) | i | 6 | i | i | -3 | i | -8 | i | i | i | i
CC(C)CCNC(=O)CN(C(=O)Cn1nnc(-c2ccc(F)cc2)n1)C1CCCC1 | i | -2 | i | i | -6 | i | -8 | i | i | i | i
CCOc1cccc(C(=O)NCc2ccccc2)c1 | i | 0 | i | i | 5 | i | -5 | i | i | i | i
CCCCOC(=O)c1cc(Cl)c(O)c(OC)c1 | i | 2 | i | i | -1 | i | -5 | i | i | i | i
O=C(NCCNC(=O)c1ccco1)c1ccc(F)cc1 | i | -9 | i | i | 3 | i | -11 | i | i | i | i
O=C(NC1CCC(O)CC1)c1cccnc1Sc1ccccc1Cl (stereo not given) | i | 1 | i | i | -5 | i | -12 | i | i | i | i
COc1ccc(C(C(=O)NC2CCCC2)N(C(=O)c2ccco2)c2ccc(OC)c(OC)c2)cc1 (stereo not given) | i | 3 | i | i | -3 | i | 0 | i | i | i | i
COc1cc(C(=O)NCC(c2cccs2)N2CCc3ccccc32)cc(OC)c1OC (stereo not given) | i | 2 | i | i | 16 | i | -16 | i | i | i | i
CCN1CCN(C(=S)NC(=O)/C=C/c2cccs2)CC1 | i | -1 | i | i | -5 | i | -6 | i | i | i | i
CCc1c(C)c(C#N)c2nc3ccccc3n2c1Nc1c(C)n(C)n(-c2ccccc2)c1=O | i | -2 | i | i | 0 | i | -13 | i | i | i | i
Cc1nn2cc(-c3ccc(Cl)cc3)cnc2c1Br | i | 10 | i | i | -2 | i | -9 | i | i | i | i
COc1cc2c(cc1OC)CN(CC(=O)Nc1ccccc1C#N)CC2 | i | 2 | i | i | -6 | i | -8 | i | i | i | i
O=C(NC1CCCCCC1)C1CCN(C(=O)c2ccc(Br)cc2)CC1 | i | 0 | i | i | -3 | i | -4 | i | i | i | i
CC(C)CN(C(=O)COC(=O)CCc1c[nH]c2ccccc12)C1CCS(=O)(=O)C1 (stereo not given) | i | 4 | i | i | 1 | i | -8 | i | i | i | i
CC(C)N1CC=C2C(C#N)=C(N)C(C#N)(C#N)C(c3ccccc3)C2C1 (stereo not given) | i | 3 | i | i | -16 | i | -20 | i | i | i | i
C=C(C)C1CC=C(C)/C(=N/NC(=O)COc2cccc(C)c2)C1 (stereo not given) | i | -2 | i | i | -4 | i | -10 | i | i | i | i
C(=N\Nc1nc2ccccc2[nH]1)/c1cccc2nccnc12 | i | 17 | i | i | -3 | i | -9 | i | i | i | i
CC(C)N(C)NC(=S)Nc1ccccc1 | i | -7 | i | i | -2 | i | -3 | i | i | i | i
Cc1c(Cl)ccc2c1NC(=O)[C@]21[C@@H]2C(=O)N(Cc3ccccc3)C(=O)[C@@H]2[C@@H]2CCCN21 | nt | 1 | nt | i | 15 | i | nt | nt | i | nt | nt
NC(=O)c1cc([N+](=O)[O-])cc2c1C=Cc1ccccc1O2 | i | 3 | i | i | 0 | i | -11 | i | i | i | i

Screening data as filed in PubChem.
